D3 antag: qHTS of D3 Dopamine Receptor Antagonist: qHTS; D3R cells, DiscoveRx beta-arrestin luminescence, antagonist mode; hits give low values; max response, negative = inhibition, %; 360,000 compounds, 2.5% hits; AID 652054, 2013; in the data active = max response below about -50%; inconclusive = no clear call, values can overlap the other calls; note: % is set by controls: 0 for no effect and ±100 for the full control effect; mostly tested at two doses, the higher about 12 µM
Target sequence (P35462 whole entry, looked up): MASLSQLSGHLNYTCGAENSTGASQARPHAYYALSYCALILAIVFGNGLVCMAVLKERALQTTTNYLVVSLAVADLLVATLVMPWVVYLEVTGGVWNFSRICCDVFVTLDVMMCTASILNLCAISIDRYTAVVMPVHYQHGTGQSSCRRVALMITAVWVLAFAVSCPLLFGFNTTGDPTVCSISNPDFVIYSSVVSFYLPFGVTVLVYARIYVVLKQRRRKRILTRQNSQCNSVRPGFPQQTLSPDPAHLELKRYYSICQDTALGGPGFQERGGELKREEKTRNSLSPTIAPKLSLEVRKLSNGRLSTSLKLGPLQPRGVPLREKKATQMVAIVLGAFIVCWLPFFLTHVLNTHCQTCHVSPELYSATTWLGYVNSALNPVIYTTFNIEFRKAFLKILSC
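Cells expressing the human receptor were seeded at 1500 cells/well, incubated overnight at 37 degrees C in 5% CO2, then exposed to library compounds with dopamine controls for 90 minutes at 37 degrees C before luminescent detection.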
KB-3-1 tox: qHTS assay for MDR1-selective chemotherapeutics: Primary screen using the parental adenocarcinoma cell KB-3-1. Potency, µM (top dose mostly 46.1 µM), inactives show at the top dose activity change, negative = cytotoxic, hits mostly cytotoxic. KB-3-1 viability, CellTiter-Glo ATP luminescence, 72 h. 400,000 compounds, 1.4% hits. AID 1347075, 2019; note: potency is the fitted concentration of half-maximal effect; % is set by controls: 0 for no effect and ±100 for the full control effect; nearly all actives have a fitted effect of over 60% in size
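KB-3-1 cells, DMEM (no phenol red) + 10% FBS; compound by pin transfer, 72 h, 37 °C. Readout: CellTiter-Glo luminescence after 10 min. Data normalized, curve-fitted.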
HT1080 IDH1KD tx: qHTS for induction of synthetic lethality in tumor cells producing 2HG: qHTS for the HT-1080-IDH1KD cell line | Potency, µM (highest dose often 46.1 µM), for inactives: at the top dose activity, negative = toxicity, hits mostly cytotoxic | 360,000 compounds, 2% hits | AID 686971, 2013 | HT-1080 IDH1 knockdown viability, ATP luminescence, 48 h;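 note: potency is the fitted concentration of half-maximal effect; 0% = DMSO wells and -100% = cell-free medium wells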
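Using the IDH1-knockdown HT-1080 line run in the same batch and compound series as the NT line, viability after 48 h at 37 °C was determined by CellTiter-Glo luminescence and expressed as % activity.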
D3 ag: qHTS of D3 Dopamine Receptor Agonist: qHTS. D(3) dopamine receptor (Homo sapiens), P35462. D3R DiscoveRx beta-arrestin cells, luminescence, 90 min. max activation, %. 410,000 compounds, 0.58% hits. AID 652048, 2013; in the data active = max activation above about 30%; note: 0% is about no effect; mostly tested at two doses, the higher about 12 µM
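Cells at 1500/well, incubated overnight, then treated with pinned compounds (dopamine as control) for 90 min at 37 degrees C. DiscoveRx reagent added for 30 - 60 minutes at room temperature; luminescence read.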
GLP1R ag: qHTS of GLP-1 Receptor Agonists; Glucagon-like peptide 1 receptor (Homo sapiens), P43220; HEK293 GLP-1R CRE-luciferase, luminescence, 4-6 h; cells express a hypersensitive GLP-1R form; Potency, µM (series often up to 45.6 µM), without a hit: at the highest dose activation, hits mostly activators; 380,000 compounds, 0.007% hits; AID 624172, 2012; note: potency is the fitted concentration of half-maximal effect; % of control where 0% means no effect
Target sequence (P43220 whole entry, looked up): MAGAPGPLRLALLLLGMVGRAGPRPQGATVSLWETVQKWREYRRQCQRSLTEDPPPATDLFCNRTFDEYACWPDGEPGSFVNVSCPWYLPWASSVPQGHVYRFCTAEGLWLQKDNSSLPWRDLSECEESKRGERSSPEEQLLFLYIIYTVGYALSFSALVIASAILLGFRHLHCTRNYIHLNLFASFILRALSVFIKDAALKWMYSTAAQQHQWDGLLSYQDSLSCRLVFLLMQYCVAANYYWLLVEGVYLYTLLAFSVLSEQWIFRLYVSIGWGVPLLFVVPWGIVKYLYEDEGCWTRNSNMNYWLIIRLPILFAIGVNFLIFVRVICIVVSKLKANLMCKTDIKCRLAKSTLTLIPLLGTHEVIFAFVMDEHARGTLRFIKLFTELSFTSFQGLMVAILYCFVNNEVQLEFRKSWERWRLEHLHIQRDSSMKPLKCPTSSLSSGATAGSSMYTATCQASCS
HT1080NT lethal: qHTS for induction of synthetic lethality in tumor cells producing 2HG: qHTS for the HT-1080-NT fibrosarcoma cell line; HT-1080-NT fibrosarcoma viability, CellTiter-Glo ATP luminescence, 48 h; 360,000 compounds, 1.6% hits; AID 686970, 2013; Potency, µM (series often up to 46.1 µM), inactives show top-dose activity, negative = less viability, usual class: cytotoxic;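 note: NT is the 2HG producing partner of a matched IDH1 knockdown line; potency is the fitted concentration of half-maximal effect; 0% = DMSO-treated cells and -100% = media-only wells without cells; nearly all actives have a fitted effect of over 55% in size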
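750 cells/well, RPMI + 5% FBS; 2 h settle, compound pin-transfer, 48 h at 37 degrees C. CellTiter-Glo 10 min RT, luminescence. Normalized to DMSO and media-only wells.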
IL1B secr inh: qHTS for Inhibitors of Inflammasome Signaling: IL-1-beta AlphaLISA Primary Screen. THP-1 LPS/ATP IL-1B secretion, AlphaLISA, 16 h; hits give low values. activity change, % at 57.5 µM. 360,000 compounds, 4.7% hits. AID 743279, 2014; in the data active = activity change below about -50%; inconclusive = mostly about -30% to -49%; note: % is set by controls: 0 for no effect and ±100 for the full control effect
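THP-1 cells pretreated 1 hr with compounds (up to 57.5 uM final), then stimulated with LPS (250 ng/mL final) plus ATP (1.25 mM final); secreted IL-1B measured by AlphaLISA after 16 hr, decreased signal indicating inhibition.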
SW480 rereplic: A quantitative high throughput screen for small molecules that induce DNA re-replication in SW480 colon adenocarcinoma cells; SW480 DNA re-replication, Hoechst DNA content imaging, 48 h; 340,000 compounds, 1.8% hits; AID 624297, 2012; Potency, µM (highest dose often 46.1 µM), without a hit: at the highest dose re-replication activation, hits mostly activators; note: potency is the fitted concentration of half-maximal effect; % of control where 0% means no effect; nearly all actives have a fitted effect of over 55% in size
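250 cells/well; 23 nL cpd via pin tool; 48 hr, 37 C, 5% CO2; Hoechst 40 min; imager read of total nuclear intensity, ex 405/em 500-530 nm.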
KB-V1 cytotox: qHTS assay for MDR1-selective chemotherapeutics: Primary screen using the drug-selected MDR subline cells KB-V1. KB-V1 MDR cells viability, CellTiter-Glo, 72 h. Potency, µM (highest dose often 46.1 µM), for inactives: at the highest dose activity change, negative = cytotoxicity, most hits filed as cytotoxic. 400,000 compounds, 3.4% hits. AID 1347076, 2019; note: potency is the fitted concentration of half-maximal effect; % is set by controls: 0 for no effect and ±100 for the full control effect; nearly all actives have a fitted effect of over 60% in size
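KB-V1 MDR subline cells in DMEM (phenol-red free, 10% FBS) exposed to compounds in qHTS concentration series for 72 h at 37 degrees C. Viability read by CellTiter-Glo luminescence; concentration-effect curves fitted after normalization and correction.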
* marks the source's active call; other numbers are inactive results; ? = inconclusive; . = no result given; [ ] = dose if it differs, or a comment. Unless noted, calls come from the whole dose curve; as a rule, active = well fitted curve in the direction sought with a large enough effect; inconclusive = small, poorly fitted or top-dose-only effect, or another doubt; inactive = no such curve, though single readings can be large; an effect the other way counts as inactive or inconclusive.

SMILES	D3 antag	KB-3-1 tox	HT1080 IDH1KD tx	D3 ag	GLP1R ag	HT1080NT lethal	IL1B secr inh	SW480 rereplic	KB-V1 cytotox
O=C(NCc1ccccc1Cl)c1csc2c1CCCCC2	-4	5%	8%	-2	0%	1%	-5	-1%	2%
CCOC(=O)C1CCCN(C(=O)c2cccc([N+](=O)[O-])c2C)C1 (stereo not given)	-8	-1%	0%	-6	0%	2%	2	1%	-12%
CCN(C(=O)CN1C(=O)COc2ccc(S(=O)(=O)N3CCCCCC3)cc21)c1cccc(C)c1	-8	?	-12%	0	-3%	-26%	-25	3%	?
Cn1ncc([N+](=O)[O-])c1C(=O)N/N=C/c1c[nH]c2ccccc12	-12	1%	-1%	-4	8%	11%	15	-6%	8%
CCCCc1ccc(NC(=O)CSC2=C(C#N)C(c3ccco3)C3=C(CCCC3=O)N2)cc1 (stereo not given)	-4	?	?	0	-13%	?	-86*	21µM*	-12%
COc1ccc(Cl)cc1C(=O)NCc1ccc2c(c1)OCO2	1	-3%	-2%	13	23%	1%	?	4%	-7%
CCC(=O)Nc1ccc(OCC2CCCO2)cc1 (stereo not given)	4	8%	8%	-1	11%	13%	4	2%	-5%
O=C(COc1ccc(Cl)cc1Cl)NN1C(=O)/C(=C\c2ccc(Cl)cc2)SC1=S	2	0%	-1%	17	2%	12%	15	-16%	-7%
CCOC(=O)c1oc2cc(O)ccc2c(=O)c1-c1ccccc1OC	-61*	0%	4%	-15	10%	10%	10	-6%	0%
COc1ccc(C(=O)OCc2c(-c3cccc(OC)c3)ncc3ccccc23)cc1	11	1%	7%	4	7%	?	-12	-8%	5%
CCN1C(=O)C2(C(C(=O)c3cc4ccccc4o3)=C(O)C(=O)N2CCCN(C)C)c2ccccc21 (stereo not given)	3	9%	0%	15	6%	-1%	-16	?	0%
C[C@@H]1CCCCO[C@@H](CN(C)C(=O)Nc2ccc3c(c2)OCO3)[C@@H](C)CN([C@H](C)CO)C(=O)c2cc(N(C)C)ccc2O1	18	5%	3%	3	21%	7%	-22	.	14%
O=C(c1ccc(S(=O)(=O)N2CCCC2)cc1)N(c1ccc(F)cc1)C1C=CS(=O)(=O)C1 (stereo not given)	11	8%	2%	1	-9%	17%	-8	0%	2%
CC(=O)Nc1ccc(NC(=O)C(C)OC(=O)c2cccc(S(=O)(=O)N3CCCC3)c2)cc1 (stereo not given)	-18	1%	-1%	-12	0%	-7%	3	-8%	-11%
Cc1ccccc1NC(=O)C(c1ccccc1)C1CCCC1 (stereo not given)	7	-1%	10%	-3	-2%	15%	15	-5%	?
COc1cccc(NC(=O)CSc2nnc(Cc3cccn3C)n2-c2ccc(F)cc2)c1	-6	-11%	-1%	-2	6%	4%	-25	0%	-1%
CCn1c2ccccc2c2nnc(SCC(=O)N(C)C3CCS(=O)(=O)C3)nc21 (stereo not given)	-1	0%	13%	-5	9%	10%	0	1%	-10%
CSc1cccc(NC(=S)N(CCN(C)C)C(C)c2ccccn2)c1 (stereo not given)	?	-8%	?	-5	0%	?	-23	?	-28%
CN1CCN(c2ccc(CNC[C@H]3O[C@@H](n4cnc5c(=O)[nH]c(N)nc54)[C@H](O)[C@@H]3O)c(F)c2)CC1	5	0%	12%	5	-3%	9%	8	.	0%
CC(OC(=O)Cc1c[nH]c2ccccc12)C(=O)Nc1ccccc1[N+](=O)[O-] (stereo not given)	-6	-1%	-13%	-6	29%	-19%	31	-589%[inhibitor]	-12%
Cc1nc(OCC(C)C)c2sc3nc4c(cc3c2n1)COC(C)(C)C4	-19	11%	25%	6	29%	17%	-26	-9%	-14%
O=C1NC(=Nc2ccccc2)S/C1=C\C=C\c1ccco1	-18	3%	?	-2	1%	?	-7	?	?
Cc1cc(C(=O)NC2CCCc3c2cnn3-c2ccc(C(C)(C)C)cc2)n[nH]1 (stereo not given)	46	?	-3%	1	0%	-11%	75	3%	?
CC(C)(C)NC(=O)NC(=O)CSc1nnc(-c2ccccc2F)n1N	2	5%	-1%	-5	-5%	1%	11	-1%	14%
Cc1ccnc(NC(=O)Cn2ccc([N+](=O)[O-])n2)c1	10	-2%	14%	0	2%	9%	15	4%	3%
O=C(NCCc1nnc2ccc(N3CCCCCC3)nn12)c1ccccc1	-2	.	-1%	-10	8%	5%	-25	-4%	.
N#Cc1nc(Cc2ccccc2)oc1NCCc1ccccc1	2	8%	-2%	-4	24%	-16%	-27	-1%[9.22 µM]	0%
CS(=O)(=O)N(Cc1ccccc1)c1ccccc1C(=O)Nc1ccccc1C(=O)NCc1ccco1	-20	0%	-5%	7	1%	0%[9.24 µM]	7	-1%	-10%
CCOc1ccc(-c2c(C(=O)N/N=C/c3ccc(C)s3)nnn2-c2nonc2N)cc1	-14	8%	-5%	0	-2%	-8%	?	2%	0%
O=C(CCCOc1ccccc1)Nc1ccc(S(=O)(=O)N2CCOCC2)cc1	15	-1%	4%	4	-6%	5%	10	-3%	6%
COc1ccc(Cl)cc1NC(=O)CN(C)C(=O)c1n[nH]c2ccccc12	-13	4%	-10%	-3	14%	-29%	8	-163%[inhibitor]	-2%
O=C1CSC(c2ccccn2)N1c1ccccc1 (stereo not given)	-16	-13%	25%	-4	-8%	10%	0	-1%	-18%
CC1CCCCN1C(=O)COC(=O)c1cc([N+](=O)[O-])ccc1N (stereo not given)	-16	0%	-2%	-1	4%	7%	?	4%	16µM*
O=C(CSc1nnc(-c2ccccc2NC(=O)c2ccccc2)o1)OC1CCCCC1	19	-2%	-7%	4	-5%	-3%	25	-1%	?
CCC(=O)N1c2ccc(S(=O)(=O)CCC(=O)NCc3ccccc3OC)cc2CC1C (stereo not given)	.	21%	.	5	1%	.	.	.	18%
CCc1ccc(N=C2NC(=O)/C(=C/c3ccc(OCC(=O)O)c(OC)c3)S2)cc1	-24	-26%	11%	-3	-2%	3%	10	-3%	22%
NC(=O)COc1c(-c2ccccc2)oc2ccccc2c1=O	8	4%	1%[9.24 µM]	21	-1%	8%	-16	0%	7%
CC[C@@]1(C(=O)OC)N[C@H](CN(C)S(=O)(=O)c2ccccc2)[C@@H]2C(=O)N(Cc3ccccc3)C(=O)[C@@H]21	16	0%	1%	-3	3%	2%	-12	8%	0%
Cc1ccc(NC(=O)CCn2c(=O)[nH]c3ccsc3c2=O)cc1F	-9	?	5%	3	11%	12%	-16	-4%	-7%
CC(C)(C)n1nnnc1C(c1ccccn1)N(Cc1ccccc1)Cc1ccc(Cl)cc1 (stereo not given)	-11	?	?	3	-7%	-20%	-17	?	?

Six records picked at random from the list so far, as already listed:
SMILES	D3 antag	KB-3-1 tox	HT1080 IDH1KD tx	D3 ag	GLP1R ag	HT1080NT lethal	IL1B secr inh	SW480 rereplic	KB-V1 cytotox
CS(=O)(=O)N(Cc1ccccc1)c1ccccc1C(=O)Nc1ccccc1C(=O)NCc1ccco1	-20	0%	-5%	7	1%	0%[9.24 µM]	7	-1%	-10%
N#Cc1nc(Cc2ccccc2)oc1NCCc1ccccc1	2	8%	-2%	-4	24%	-16%	-27	-1%[9.22 µM]	0%
O=C(NCCc1nnc2ccc(N3CCCCCC3)nn12)c1ccccc1	-2	.	-1%	-10	8%	5%	-25	-4%	.
CC[C@@]1(C(=O)OC)N[C@H](CN(C)S(=O)(=O)c2ccccc2)[C@@H]2C(=O)N(Cc3ccccc3)C(=O)[C@@H]21	16	0%	1%	-3	3%	2%	-12	8%	0%
Cc1ccc(NC(=O)CCn2c(=O)[nH]c3ccsc3c2=O)cc1F	-9	?	5%	3	11%	12%	-16	-4%	-7%
NC(=O)COc1c(-c2ccccc2)oc2ccccc2c1=O	8	4%	1%[9.24 µM]	21	-1%	8%	-16	0%	7%

The main list resumes, repeating the 2 entries before the break.
SMILES	D3 antag	KB-3-1 tox	HT1080 IDH1KD tx	D3 ag	GLP1R ag	HT1080NT lethal	IL1B secr inh	SW480 rereplic	KB-V1 cytotox
Cc1ccc(NC(=O)CCn2c(=O)[nH]c3ccsc3c2=O)cc1F	-9	?	5%	3	11%	12%	-16	-4%	-7%
CC(C)(C)n1nnnc1C(c1ccccn1)N(Cc1ccccc1)Cc1ccc(Cl)cc1 (stereo not given)	-11	?	?	3	-7%	-20%	-17	?	?
Cc1ccc(NC(=O)CCS(=O)(=O)c2cccc3nonc23)c(Cl)c1	-1	0%	-1%	-1	5%	0%	6	18%	-8%
O=C(NCCc1c[nH]c2ccccc12)C(=O)NCC1CCCO1 (stereo not given)	7	28%	3%	3	3%	4%	9	-3%	-6%
CC(=O)Oc1ccc(/C=C(\NC(=O)c2cccc(Br)c2)C(=O)Nc2ccc(C(=O)O)cc2)cc1	-9	4%	17%	8	-6%	8%	34	-1%	7%
Cc1ccccc1Cn1ccc(NC(=O)c2cnn3c(C(F)(F)F)cc(-c4ccco4)nc23)n1	7	6%	3%	-2	0%	-7%	-14	-5%	-23%

Assay outcomes from PubChem BioAssay.
